Screening data deposited in PubChem BioAssay by National Center for Advancing Translational Sciences (NCATS).
Tau fluor counter – counter-screen for tau fibril formation inhibitors | AID 1463 | 280,000 tested, 0.93% active | tau K18 P301L Alexa594 fluorescence, heparin fibrillization | Potency, µM (highest dose often 57.7 µM), without a hit: at the top dose activity change, negative = decrease; further: potency means the concentration at half of the fitted maximal effect; on the % scale 0 is the no-effect control and ±100 the full control effect; nearly all actives have a fitted effect of over 55% in size
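Human tau K18 P301L (15 uM unlabeled, 0.24 uM Alexa 594-labeled) in 100 mM sodium acetate pH 7 with 20 uM heparin, 6 hr at 37 C. ThT 30 uM added, 1 hr ambient; Alexa 594 FP and total fluorescence read at 555/632 nm.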
Epigenetic derep – regulators of epigenetic silencing causing reporter derepression in mouse cells; 280,000 tested, 0.2% active; AID 1865; Potency, µM (doses to about 53.9 µM), without a hit: at the highest dose GFP activation, hits mostly activators; murine LDR cells, GFP reporter derepression, 30 h; further: potency means the concentration at half of the fitted maximal effect; % of control where 0% means no effect; nearly all actives have a fitted effect of over 60% in size
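GFP-positive cell count by laser-scanning cytometry (objects 20–120 um) after 30 h, 37 C compound exposure of murine LDR cells; reporter is CMV-GFP integrated at a silenced locus, inducible by HDAC or DNMT inhibitors.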
Tau fibril FP – inhibitors of human tau fibril formation; 280,000 tested, 0.39% active; K18 P301L tau heparin fibrillization, Alexa594 FP, 6 h; Potency, µM (highest dose often 57.7 µM), inactives show at the top dose activity, negative = inhibition, most hits filed as inhibitors; further: potency means the concentration at half of the fitted maximal effect; on the % scale 0 is the no-effect control and ±100 the full control effect; nearly all actives have a fitted effect of over 55% in size
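Compound effects on tau fibrillization are measured by Alexa 594 fluorescence polarization (ex 555, em 632 nm). K18 P301L tau is used at 15 uM with 0.24 uM labeled tracer, and 20 uM heparin induces aggregation over 6 hr at 37 C.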
NPSR antag – neuropeptide S receptor (human) antagonism, cAMP; CHO-NPSR cells, cAMP TR-FRET, antagonist mode; Potency, µM (titrated, usually from 38.3 µM), inactives show top-dose activity change, negative = inhibition, hits mostly inhibitors; 220,000 tested, 1% active; further: potency means the concentration at half of the fitted maximal effect; on the % scale 0 is the no-effect control and ±100 the full control effect; nearly all actives have a fitted effect of over 50% in size; many of its hits are not listed in these tables
aGal spleen mod – inhibits or activates alpha-galactosidase in human spleen homogenate; 240,000 tested, 0.008% active; AID 2107; P06280; Potency, µM (series often up to 80 µM), inactives show at the highest dose activity change, negative = inhibition, usual class: inhibitors; human spleen homogenate, 4MU-alpha-Gal fluorescence, 40 min;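 further: potency means the concentration at half of the fitted maximal effect; 0% = enzyme with vehicle and -100% = no enzyme basal signal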
Target sequence (P06280 32-429 limits assumed): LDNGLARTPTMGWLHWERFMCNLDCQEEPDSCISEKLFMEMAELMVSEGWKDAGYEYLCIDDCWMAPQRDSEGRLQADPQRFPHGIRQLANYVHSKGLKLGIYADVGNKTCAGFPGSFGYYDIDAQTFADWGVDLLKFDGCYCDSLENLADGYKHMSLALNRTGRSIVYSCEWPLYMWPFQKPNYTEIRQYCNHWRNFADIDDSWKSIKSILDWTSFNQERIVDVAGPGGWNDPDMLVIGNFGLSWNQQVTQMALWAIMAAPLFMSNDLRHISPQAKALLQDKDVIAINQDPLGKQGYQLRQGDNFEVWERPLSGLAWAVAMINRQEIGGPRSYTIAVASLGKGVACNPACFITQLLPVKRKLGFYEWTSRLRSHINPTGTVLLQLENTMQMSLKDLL
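qHTS titration in buffer at pH 5.0. Alpha-galactosidase activity in spleen homogenate was measured via 4-methylumbelliferone release from 1 mM fluorogenic substrate after 40 min at 37C and a pH 10 stop. AC50 came from Hill fits of control-normalized data.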
TexasRed fluor – alters Texas Red total fluorescence, flagging assay interference | TRb/SRC2 Texas Red total fluorescence interference | Potency, µM (titrated, usually from 106 µM), without a hit: top-dose fluorescence change, negative = quenching | 280,000 tested, 0.29% active | AID 1479; active means well fitted curve in either direction with a large enough effect; inconclusive means small, poorly fitted or top-dose-only effect; further: potency means the concentration at half of the fitted maximal effect; on the % scale 0 is the no-effect control and ±100 the full control effect
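Human TRβ ligand-binding domain (0.6 uM) and Texas Red SRC2 peptide (20 nM) in Tris buffer with 1 uM T3 and 5% DMSO were incubated with pinned compound for 5 hr at ambient temperature. Total fluorescence was computed as S + 2P (555/632 nm).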
TRb SRC2 PPI – disrupts binding of human TR beta to SRC2; P10828; TRbeta-SRC2 peptide binding, fluorescence polarization; receptor liganded with 1 µM T3; Potency, µM (doses to about 106 µM), without a hit: top-dose activity change, negative = inhibition, actives largely listed as inhibitors; 280,000 tested, 0.065% active;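 further: potency means the concentration at half of the fitted maximal effect; plate controls were bound peptide for no effect and peptide without receptor for full effect; nearly all actives have a fitted effect of over 50% in size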
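Each compound concentration gave % activity, normalized to unbound and bound Texas Red SRC2 controls, from polarization read after 5 hr ambient incubation with T3-loaded human TRb LBD.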
CBFb-RUNX1 inh – inhibitors of human CBF-beta and RUNX1 interaction; Potency, µM (highest dose often 59.8 µM), without a hit: at the top dose activity, negative = inhibition, most hits filed as inhibitors; AID 1477; AlphaScreen CBFb-His/RUNX1-biotin binding, biochemical; 230,000 tested, under 10 active; further: % of control where 0% means no effect
Target sequence (Q01196 whole entry, looked up): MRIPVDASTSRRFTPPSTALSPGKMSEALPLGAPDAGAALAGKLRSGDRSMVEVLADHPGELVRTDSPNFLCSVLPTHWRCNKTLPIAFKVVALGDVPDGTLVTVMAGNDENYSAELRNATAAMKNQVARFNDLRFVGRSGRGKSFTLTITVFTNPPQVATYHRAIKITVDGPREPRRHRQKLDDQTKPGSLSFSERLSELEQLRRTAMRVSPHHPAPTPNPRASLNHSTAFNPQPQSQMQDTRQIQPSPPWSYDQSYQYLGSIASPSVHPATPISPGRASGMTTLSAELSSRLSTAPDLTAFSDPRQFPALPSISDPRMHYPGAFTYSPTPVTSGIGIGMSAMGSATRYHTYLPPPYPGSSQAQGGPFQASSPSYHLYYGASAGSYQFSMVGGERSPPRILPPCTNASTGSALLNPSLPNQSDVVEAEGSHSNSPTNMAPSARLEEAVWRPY
Target sequence (Q13951 whole entry, looked up): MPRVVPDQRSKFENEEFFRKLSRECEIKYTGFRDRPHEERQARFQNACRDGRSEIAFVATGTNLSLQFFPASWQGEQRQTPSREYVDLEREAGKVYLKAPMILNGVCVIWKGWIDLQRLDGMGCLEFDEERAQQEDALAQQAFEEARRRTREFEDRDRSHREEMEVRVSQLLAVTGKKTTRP
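Inhibition was taken as any reduction in AlphaScreen signal from the CBF-beta–RUNX1 pair (His and biotin tags, 30 nM each), measured after compound (15 min) and bead (90 min) incubations at room temperature.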
* marks the source's active call; other numbers are inactive results; [ ] = another dose, or the depositor's remark. Unless noted, the call rests on the fitted dose curve; in most records, active means well fitted curve in the direction sought with a large enough effect; inconclusive means small, poorly fitted or top-dose-only effect, or another doubt; inactive means no such curve, though single readings can be large; an effect the other way counts as inactive or inconclusive.

For CC(C)(C)c1ccc(/C=N/NC(=O)c2ccccn2)cc1 the results were Tau fluor counter -11%, Epigenetic derep 4.3%, Tau fibril FP 2%, NPSR antag 17%, aGal spleen mod -10%, TexasRed fluor -1%, TRb SRC2 PPI -2% and CBFb-RUNX1 inh 5%.
For NC(N)=Nc1nc2ccc(Br)cc2c(=O)[nH]1 the results were Tau fluor counter -5%, Epigenetic derep 7.5%, Tau fibril FP inconclusive, NPSR antag inconclusive, aGal spleen mod 3%, TexasRed fluor -2%, TRb SRC2 PPI 1% and CBFb-RUNX1 inh -1%.
Screening COC(Cc1nnc(SC)n1-c1ccc(Cl)cc1)OC returned Tau fluor counter -4%, Epigenetic derep -0.8%, Tau fibril FP -7%, NPSR antag -5%[46.1 µM], aGal spleen mod -1%, TexasRed fluor -3%, TRb SRC2 PPI -5% and CBFb-RUNX1 inh 1%.
For COc1ccc(-c2noc(CCC(=O)Nc3ccc4c(c3)OCCO4)n2)cc1 the results were Tau fluor counter inconclusive, Epigenetic derep 0.6%, Tau fibril FP -1%, NPSR antag -24%[46.1 µM], aGal spleen mod 4%, TexasRed fluor -2%, TRb SRC2 PPI 2% and CBFb-RUNX1 inh -2%.
Screening CCCn1c(C(C)C)n[nH]c1=S returned Tau fluor counter -8%, Epigenetic derep -1.0%, Tau fibril FP 4%, NPSR antag 7%, aGal spleen mod -1%, TexasRed fluor -5%, TRb SRC2 PPI 4% and CBFb-RUNX1 inh 2%.
For Cc1cccc(CS(=O)(=O)Cc2ccc(C(=O)NCc3ccco3)o2)c1 the results were Tau fluor counter -5%, Epigenetic derep -1.6%, Tau fibril FP -6%, NPSR antag -11%[46.1 µM], aGal spleen mod 0%, TexasRed fluor 0%, TRb SRC2 PPI -7% and CBFb-RUNX1 inh 2%.
For Cc1cc(C)c2c(=O)[nH]c(SCC(=O)c3ccc(C)c(C)c3)nc2n1 the results were Tau fluor counter 6%, Epigenetic derep -5.5%, Tau fibril FP -2%, NPSR antag 2%, aGal spleen mod 0%, TexasRed fluor -1%, TRb SRC2 PPI -9% and CBFb-RUNX1 inh -8%.
O=C(CN(c1ccc(Cl)c(C(F)(F)F)c1)S(=O)(=O)c1ccccc1)N1CCc2ccccc2C1 was read as Tau fluor counter -27%, Epigenetic derep -1.6%, Tau fibril FP 3%, TexasRed fluor 4% and TRb SRC2 PPI 6%.
Cc1nnc(NC2(C(F)(F)F)C(=O)Nc3c2c(=O)n(C)c(=O)n3C)s1 (stereo not given) was read as Tau fluor counter 2%, Epigenetic derep -0.8%, Tau fibril FP 0%, NPSR antag -5%[46.1 µM], aGal spleen mod 4%, TexasRed fluor -1%, TRb SRC2 PPI -5% and CBFb-RUNX1 inh 9%.
For O=C(/C=C/c1ccco1)c1ccc(O)cc1 the results were Tau fluor counter -14%, Epigenetic derep -4.5%, Tau fibril FP -10%, NPSR antag -22%, aGal spleen mod 1%, TexasRed fluor -4%, TRb SRC2 PPI 13% and CBFb-RUNX1 inh -5%.

Next part, overlapping the part above by 3 compounds.
O=C(CN(c1ccc(Cl)c(C(F)(F)F)c1)S(=O)(=O)c1ccccc1)N1CCc2ccccc2C1 was read as Tau fluor counter -27%, Epigenetic derep -1.6%, Tau fibril FP 3%, TexasRed fluor 4% and TRb SRC2 PPI 6%.
Cc1nnc(NC2(C(F)(F)F)C(=O)Nc3c2c(=O)n(C)c(=O)n3C)s1 (stereo not given) was read as Tau fluor counter 2%, Epigenetic derep -0.8%, Tau fibril FP 0%, NPSR antag -5%[46.1 µM], aGal spleen mod 4%, TexasRed fluor -1%, TRb SRC2 PPI -5% and CBFb-RUNX1 inh 9%.
For O=C(/C=C/c1ccco1)c1ccc(O)cc1 the results were Tau fluor counter -14%, Epigenetic derep -4.5%, Tau fibril FP -10%, NPSR antag -22%, aGal spleen mod 1%, TexasRed fluor -4%, TRb SRC2 PPI 13% and CBFb-RUNX1 inh -5%.
For CC(=O)C1=C(O)C(=O)N(CCCn2ccnc2)C1c1ccc(C)cc1 (stereo not given) the results were Tau fluor counter -8%, Epigenetic derep 1.1%, Tau fibril FP -5%, NPSR antag 0%[46.1 µM], aGal spleen mod -4%, TexasRed fluor 2%, TRb SRC2 PPI -6% and CBFb-RUNX1 inh -3%.
CCOc1ccc(CC(=O)Nc2ccc(-c3ccc4nnc(C)n4n3)cc2)cc1 was read as Tau fluor counter -24%, Epigenetic derep -0.6%, Tau fibril FP -5%, NPSR antag -9%, aGal spleen mod 1%, TexasRed fluor -2%, TRb SRC2 PPI 3% and CBFb-RUNX1 inh inconclusive.
CC(=O)Nc1c(C)ccc2nsnc12 was read as Tau fluor counter -3%, Epigenetic derep 0.0%, Tau fibril FP -3%, NPSR antag -2%[46.1 µM], aGal spleen mod -4%, TexasRed fluor -2%, TRb SRC2 PPI -18% and CBFb-RUNX1 inh 10%.
`CCN(Cc1ccccc1)C(=O)COc1cc(=O)n(CC)c2ccccc12` gave Tau fluor counter -6%, Epigenetic derep 0.0%, Tau fibril FP 0%, NPSR antag -11%[46.1 µM], aGal spleen mod 3%, TexasRed fluor -2%, TRb SRC2 PPI 0% and CBFb-RUNX1 inh -1%.
Screening CCOc1cc(/C=C2/C(=O)ON=C2C)ccc1OCc1ccccc1 returned Tau fluor counter -25%, Epigenetic derep -0.1%, Tau fibril FP 9%, NPSR antag 27%, aGal spleen mod -6%, TexasRed fluor -4%, TRb SRC2 PPI 5% and CBFb-RUNX1 inh -5%.
For Cc1ccc(NC(=O)c2nn(C)c3c2CS(=O)(=O)c2ccccc2-3)c(Cl)c1 the results were Tau fluor counter -11%, Epigenetic derep 0.0%, Tau fibril FP -3%, TexasRed fluor inconclusive and TRb SRC2 PPI -8%.
Screening O=C/C=C/c1ccc(O)cc1 returned Tau fluor counter inconclusive, Epigenetic derep 1.0%, Tau fibril FP 4%, aGal spleen mod -7%, TexasRed fluor 1% and TRb SRC2 PPI 1%.
For COc1ccccc1NC(=O)NCc1cccn1Cc1ccccc1 the results were Tau fluor counter -20%, Epigenetic derep 3.2%, Tau fibril FP -3%, TexasRed fluor -4% and TRb SRC2 PPI 4%.
Screening COC(=O)c1ccc(C(NC(=O)OCc2ccccc2)/C(=C/[C@@H](C)C(=O)NCc2cc(C)on2)c2cccnc2)cc1 (stereo not given in full) returned Tau fluor counter -13%, Epigenetic derep 1.4%, Tau fibril FP 0%, aGal spleen mod -12%, TexasRed fluor -5%, TRb SRC2 PPI -3% and CBFb-RUNX1 inh 24%.
`CC1CCN(C(=O)Cn2c(=O)n(CC3CCC(C(=O)NC(C)C)CC3)c(=O)c3sccc32)CC1` (stereo not given) gave Tau fluor counter -6%, Epigenetic derep 0.0%, Tau fibril FP 1%, TexasRed fluor 0% and TRb SRC2 PPI 5%.
CCOC(=O)Cn1c(C)nc2c(C(=O)OCC)sc(C)c2c1=O was read as Tau fluor counter -8%, Epigenetic derep 0.0%, Tau fibril FP -12%, NPSR antag -8%[46.1 µM], aGal spleen mod 11%, TexasRed fluor 2%, TRb SRC2 PPI -14% and CBFb-RUNX1 inh 2%.
`CC1CN(C(=S)SCCN2Cc3ccccc3C2=O)CC(C)O1` (stereo not given) gave Tau fluor counter 6%, Epigenetic derep 1.1%, Tau fibril FP 2%, NPSR antag 17%, aGal spleen mod 4%, TexasRed fluor inconclusive, TRb SRC2 PPI 0% and CBFb-RUNX1 inh 2%.
`Cc1cc(C)nc(NNC(=O)NC2CCCCC2)n1` gave Tau fluor counter 1%, Epigenetic derep -3.5%, Tau fibril FP -3%, NPSR antag 9%, aGal spleen mod -5%, TexasRed fluor -1%, TRb SRC2 PPI 0% and CBFb-RUNX1 inh -3%.
`CCOCCc1nnc(NC(=O)C(=O)c2cc(C)n(-c3ccc(C)cc3C)c2C)s1` gave Tau fluor counter -6%, Epigenetic derep -0.9%, Tau fibril FP -2%, TexasRed fluor -2% and TRb SRC2 PPI 5%.
`O=c1[nH]cnc2c1N1CCC2CC1` gave Tau fluor counter 2%, Epigenetic derep 0.9%, Tau fibril FP -5%, NPSR antag 8%[7.67 µM], aGal spleen mod 7%, TexasRed fluor 1%, TRb SRC2 PPI -1% and CBFb-RUNX1 inh -3%.
For CC1=C(C(=O)Nc2cccc(C(F)(F)F)c2)C2(CCCCCC2)OC1=O the results were Tau fluor counter -23%, Epigenetic derep 3.7%, Tau fibril FP -3%, TexasRed fluor 12% and TRb SRC2 PPI 5%.
For CCOC(=O)c1ccc(NC(=O)c2ncn(-c3ccccc3)n2)cc1 the results were Tau fluor counter -7%, Epigenetic derep 0.6%, Tau fibril FP -6%, TexasRed fluor 0% and TRb SRC2 PPI -16%.
COC(=O)c1cnn(-c2ccc(C(=O)Nc3ccc(OC(F)(F)F)cc3)cc2)c1N was read as Tau fluor counter -27%, Epigenetic derep 10%, Tau fibril FP -13%, TexasRed fluor -2% and TRb SRC2 PPI 2%.
For NC(N)=NC[C@@H]1COC2(CCCCC2)O1 the results were Epigenetic derep -0.3%[16.9 µM], aGal spleen mod -6%[29.1 µM], TexasRed fluor -1%[53 µM], TRb SRC2 PPI -4%[53 µM] and CBFb-RUNX1 inh 8%[21.7 µM].
For COc1ccc2cc(C#N)c(=O)oc2c1 the results were aGal spleen mod inconclusive, TexasRed fluor 2%, TRb SRC2 PPI -4% and CBFb-RUNX1 inh 13%.

Two successive entries out of the list so far, for reference:
For CC(C)(C)c1ccc(/C=N/NC(=O)c2ccccn2)cc1 the results were Tau fluor counter -11%, Epigenetic derep 4.3%, Tau fibril FP 2%, NPSR antag 17%, aGal spleen mod -10%, TexasRed fluor -1%, TRb SRC2 PPI -2% and CBFb-RUNX1 inh 5%.
For NC(N)=Nc1nc2ccc(Br)cc2c(=O)[nH]1 the results were Tau fluor counter -5%, Epigenetic derep 7.5%, Tau fibril FP inconclusive, NPSR antag inconclusive, aGal spleen mod 3%, TexasRed fluor -2%, TRb SRC2 PPI 1% and CBFb-RUNX1 inh -1%.

Not all compounds are listed; rates above refer to the full screens.
